CHO-K1 Ca antag: nonselective inhibitor or artifact in parental CHO-K1 cells. ATP-induced calcium, Fluo-8 fluorescence. inhibition, % at 3 µM. 360,000 compounds, 0.6% hits;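 active means inhibition above a per-plate cutoff, the plate's mean sample inhibition plus 3 SD, cut at about 24% in these data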;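 further: 0% = DMSO plus EC80 ATP and 100% = DMSO alone without ATP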
CHO-K1 Ca PAM: nonselective calcium activators in parental CHO-K1 cells, primary screen, counter-screen for M1 PAM project, cell-based, Fluo-8 calcium fluorescence, full deck, 1536-well; ATP EC20; 0% at ATP EC20, 100% at ATP max; activation, % at 3 µM; 360,000 compounds, 0.02% hits; AID 602247, 2012;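 active means activation above the run cutoff, the mean activation of all test compounds plus 3 SD, cut at about 40% in these data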;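 further: peak over basal fluorescence ratio in a 140 s read after ATP addition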
CHO-K1 Ca ag: counter-screen for M1 agonists: effect in parental CHO-K1 cells; AID 602248, 2012; activation, % at 3 µM; Fluo-8 calcium fluorescence; scaled to maximal ATP response, vehicle zero; 360,000 compounds, 0.48% hits; in the data active means activation above about 15%;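 further: untransfected CHO-K1 host cells lacking M1 receptor as counterscreen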
CHRM1 agonist: human M1 muscarinic receptor agonists, primary screen, Fluo-8 calcium fluorescence, CHO-K1 cells, HTS | 360,000 compounds, 0.33% hits | Muscarinic acetylcholine receptor M1 (Homo sapiens), P11229 | CHO-K1 hM1, agonist mode; 0% DMSO, 100% acetylcholine EC100 | activation, % at 3 µM;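 active means activation above the run's mean compound activation plus 3 SD, cut at about 16% in these data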;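 further: peak over basal fluorescence ratio within a 140 s kinetic read after compound addition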
Target sequence (P11229 whole entry, looked up): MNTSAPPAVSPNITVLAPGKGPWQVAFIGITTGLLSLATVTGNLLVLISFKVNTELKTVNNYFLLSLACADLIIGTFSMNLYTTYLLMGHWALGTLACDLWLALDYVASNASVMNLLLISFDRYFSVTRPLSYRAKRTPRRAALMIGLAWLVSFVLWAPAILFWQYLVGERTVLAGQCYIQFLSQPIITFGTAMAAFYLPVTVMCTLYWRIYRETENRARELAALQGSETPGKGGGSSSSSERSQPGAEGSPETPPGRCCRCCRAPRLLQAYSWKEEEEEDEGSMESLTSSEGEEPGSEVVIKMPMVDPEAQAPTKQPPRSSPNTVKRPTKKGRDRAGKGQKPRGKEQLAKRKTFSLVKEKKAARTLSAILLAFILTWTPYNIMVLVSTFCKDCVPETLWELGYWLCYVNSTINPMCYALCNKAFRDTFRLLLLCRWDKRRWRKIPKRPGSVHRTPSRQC
V1aR counter: agonists of human V1a receptor, primary screen, counter-screen for OXTR agonist project, fluorescence, CHO-V1R cells; activation, % at 3 µM; AID 2797, 2010; Fluo-8 calcium fluorescence, agonist mode; 0% DMSO, 100% 3 nM vasopressin; Vasopressin V1a receptor (Homo sapiens), P37288; 320,000 compounds, 0.25% hits;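 active means activation above the mean activation of all tested compounds plus 3 SD, per screening run, cut at about 20% in these data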;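 further: signal is peak over basal fluorescence ratio across a 100 second FLIPR read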
TAAR1 agonist: human TAAR1 agonists, primary screen, Fluo-8 calcium fluorescence, CHO RD-HGA16 cells; Trace amine-associated receptor 1 (Homo sapiens), Q96RJ0; vehicle wells 0%, saturating PEA agonist 100%; activation, % at 3 µM; 360,000 compounds, 0.99% hits;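 active means activation above the mean activation of all test compounds in the run plus 3 SD, cut at about 38% in these data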
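Test system: RD-HGA16 (CHO) cells co-expressing Gα16 and hTAAR1 | Doses: Single dose, 3 µM | Schedule: 17-24 h seeding, 75 min 37 °C dye, 30 min RT | Evaluation: % activation from peak over basal fluorescence ratio, DMSO-to-PEA scaled | Technique: Kinetic Fluo-8 calcium fluorescence | Benchmarks: Low control DMSO, high control PEA (EC100)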
TAAR1 antag: human TAAR1 antagonists, primary screen, Fluo-8 calcium fluorescence, CHO RD-HGA16 cells | Trace amine-associated receptor 1 (Homo sapiens), Q96RJ0 | antagonist | inhibition, % at 3 µM | 360,000 compounds, 1.5% hits;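 active means inhibition above a per-plate cutoff, the mean inhibition of test compounds on that plate plus 3 SD, cut at about 49% in these data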;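 further: 0% = DMSO plus EC80 beta-PEA response and 100% = DMSO alone without agonist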
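Test system: CHO RD-HGA16 cells bearing hTAAR1 | Reagent: β-PEA, EC80 | Compound dosing: 3 µM, single point | Schedule: Dye loading 75 min at 37 °C, then 30 min room temperature | Signal: Calcium fluorescence with Fluo-8 | Evaluation: Percent inhibition of PEA-evoked calcium signal, max/basal emission ratio | Control set: DMSO-only wells and EC80 β-PEA-stimulated wells | Repeats: Singlicate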
CHO parental Ca: ATP-evoked calcium signal inhibitors, parental CHO, primary screen, counter-screen for OX1R antagonist project, cell-based, fluorescence, Fluo-8 calcium dye; parental CHO-K1, ATP-induced calcium, Fluo-8 fluorescence; 330,000 compounds, 0.63% hits; inhibition, % at 5.6 µM;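 active means inhibition above that plate's mean sample inhibition plus 3 SD, cut at about 26% in these data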;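 further: 0% = ATP-challenged DMSO wells and 100% = DMSO wells without ATP; some compounds past the cut are filed as inactive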
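Material – parental CHO cells · Reagent – ATP stimulus · Compound – single nominal dose of 5.6 µM per compound · Detection – Fluo-8 fluorescence · Read-out basis – percent inhibition of calcium signal · Controls – ATP-challenged DMSO wells low, unchallenged DMSO wells high · Repeats – no replicates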
OXTR potentiate: human OXTR potentiators, primary screen, fluorescence, CHO-OTR cells, Fluo-8 calcium; Oxytocin receptor (Homo sapiens), P30559; Fluo-8 calcium fluorescence, potentiator mode; 0% = oxytocin EC15, 100% = EC100; activation, % at 3 µM; 320,000 compounds, 0.061% hits;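 active means activation above that plate's cutoff, the mean activation of tested compounds plus 3 SD, cut at about 6.6% in these data, passing the limit was not always enough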;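 further: 100% uses oxytocin at 75 nM as the full agonist control; some results filed as inactive read as strong as hits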
Target sequence (P30559 whole entry, looked up): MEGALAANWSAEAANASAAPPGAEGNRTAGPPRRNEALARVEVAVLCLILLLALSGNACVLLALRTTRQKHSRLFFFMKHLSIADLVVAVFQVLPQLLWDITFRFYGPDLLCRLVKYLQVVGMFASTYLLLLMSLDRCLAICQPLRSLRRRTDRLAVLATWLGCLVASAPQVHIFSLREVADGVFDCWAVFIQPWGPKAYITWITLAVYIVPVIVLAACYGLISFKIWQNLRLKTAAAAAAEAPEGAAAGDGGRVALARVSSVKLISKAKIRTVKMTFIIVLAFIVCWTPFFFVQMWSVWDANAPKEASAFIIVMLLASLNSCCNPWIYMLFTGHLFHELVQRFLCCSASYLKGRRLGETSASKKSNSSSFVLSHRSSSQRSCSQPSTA
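Measured by – Fluo-8 calcium dye fluorescence · Test system – human OTR in CHO cells · Dosing – one concentration, 3.0 µM compound · Controls – EC15 oxytocin alone as 0%, 75 nM oxytocin as 100% · Evaluation – normalized max/min fluorescence ratio, % activation · Timing – 6 min pre-incubation, 100 s read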
An asterisk follows results filed as active; . = no result given.

Order of values – CHO-K1 Ca antag	CHO-K1 Ca PAM	CHO-K1 Ca ag	CHRM1 agonist	V1aR counter	TAAR1 agonist	TAAR1 antag	CHO parental Ca	OXTR potentiate
> CC(C)(C(=O)N1CCC1(C)C(=O)NS(=O)(=O)c1ccc(Cl)s1)c1ccccc1 (configuration not stated)
    1	4	0.4	-4	.	1	-17	.	.
> CN(C)CCNC(=O)Cn1nc(-c2ccc(Cl)cc2)ccc1=O
    -4	8	1.3	-12	0.8	-1	-14	-4	-5
> COc1ccc(NC(=O)CC2C(=O)N(c3ccc(OC)cc3)C(=O)N2CCN2CCN(C)CC2)cc1 (configuration not stated)
    -9	10	0.1	0	0.0	5	12	1	-7
> Cn1c(SCc2ccccc2)nnc1-c1ccc2c(c1)OCO2
    -15	20	0.9	-4	-1.1	13	-4	-4	-3
> CC1CCN(CC(=O)NC(=O)NCc2ccccc2)CC1
    2	20	0.1	4	0.5	2	-8	-5	-9
> N=C(c1cccc([N+](=O)[O-])c1)N1CCCCCC1
    -23	24	0.8	-15	0.3	0	-13	-13	9
> Cc1c(Cc2ccccc2)c(=O)oc2cc(O)ccc12
    -17	23	3.4	-1	-0.5	0	8	0	-3
> Oc1ccc(/C=N/NC(=S)NCC2CCCO2)cc1 (configuration not stated)
    -15	21	1.1	-1	1.6	21	1	0	-3
> CCOC(=O)c1c(O)c2c([nH]c1=O)CCCC2
    3	4	-0.1	-4	-0.1	14	-1	0	-19
> C=CCNS(=O)(=O)c1ccc2nsnc2c1
    -17	20	0.2	-3	-0.1	5	-2	9	-2
> CCN(Cc1ccncc1)C(=O)c1ccccc1NS(=O)(=O)c1ccc(Br)cc1
    10	-16	-0.5	-5	0.0	2	-14	-29	-4
> CC(=O)CSc1nc2ccccc2o1
    12	-5	0.3	-1	-0.4	0	8	-3	-11
> CC(C)C(=O)NNC(=O)c1ccccn1
    -15	26	1.7	-4	4.8	1	7	-11	4
> Cc1cc(C(=O)NCC(=O)OCC(=O)NCC2CCCO2)ccc1[N+](=O)[O-] (configuration not stated)
    -9	9	0.3	1	1.3	2	10	0	4
> CSc1nc(Sc2ccc(Cl)cc2)c2ccccc2n1
    -9	8	0.5	-1	0.7	3	-23	2	-8
> Cc1cc(/C=N/N2CCN(C)CC2)c(C)n1-c1ccccc1F
    -4	-4	0.5	-9	1.3	3	-3	5	-10
> O=C(NC1CCCCCC1)C1CC(=O)N(Cc2ccccc2)C1 (configuration not stated)
    6	11	0.3	-4	0.1	3	-17	4	-2
> CCOCCCNC(=S)N1C2CCC1CC(NC(=O)NC1CCCCC1)C2 (configuration not stated)
    -19	-6	0.0	-2	0.0	6	3	-14	5
> Cn1c(-c2cccc([N+](=O)[O-])c2)[n+](C)c2ccccc21
    -18	21	0.6	-6	-0.4	4	-8	7	-11
> COc1ccc(/C=N/n2cncn2)cc1Cn1nc(C)c([N+](=O)[O-])c1C
    -16	12	0.0	-6	-0.1	.	.	-16	-1
> COc1ccc(OC)c(C2N(c3ccc(Cl)cc3)C(=O)C3CCCN32)c1 (configuration not stated)
    -2	24	0.1	-4	0.9	-2	2	-19	-12
> COc1ccc(CNC(=O)CCC(=O)N2CCN(S(=O)(=O)c3cc([N+](=O)[O-])ccc3C)CC2)cc1
    -8	4	0.4	-7	.	1	-10	.	.
> Cc1ccc(NC(=O)N2CCC(=O)N2)cc1
    -8	21	1.0	-7	0.2	8	2	2	-1
> COc1ccc(C2=NN(C(=O)CCC(=O)O)C(c3ccc(F)cc3)C2)cc1 (configuration not stated)
    -7	16	0.7	-5	0.7	-1	-6	-2	-5
> O=C(OCn1nnc2ccccc2c1=O)C1COc2ccccc2O1 (configuration not stated)
    1	10	0.1	-1	0.5	2	-14	14	-1
> CC(=O)c1ccc(OCc2cc(C(=O)N(C)CCOc3ccc(C)cc3)no2)cc1
    -9	-1	11	0	8.4	3	9	-1	-11
> Cc1cccc(C(=O)Oc2csc(=S)n2C(=O)c2cccc(C)c2)c1
    -5	9	0.4	-1	0.6	1	-20	-14	-10
> CCCCn1nnnc1C(c1cccc2ccccc12)N1CCN(C/C=C/c2ccccc2)CC1 (configuration not stated)
    14	0	1.2	-5	.	2	-27	.	.
> CC1C(=O)C(C)C(c2ccc(Cl)cc2)NC1c1ccc(Cl)cc1 (configuration not stated)
    -4	0	-0.4	-7	0.7	0	-3	-5	-14
> Cc1c(NC(=O)c2cccc(NC(=O)Cc3ccccc3Cl)c2)c(=O)n(-c2ccccc2)n1C
    -12	11	0.2	-2	.	0	0	.	.
> Cn1cc(Br)c(C(=O)N/N=C/c2cccc(OC3CSC3)c2)n1
    -8	18	2.8	-2	0.8	8	20	-18	-8
> O=c1c2c(nc3cc(-c4cccc(Cl)c4)[nH]n13)CCC2
    -31	3	0.0	-2	0.4	6	18	3	-5
> COc1ccc(NC(=O)c2ccc(COCC(F)(F)C(F)F)cc2)cc1OC
    0	-3	1.6	-3	2.0	1	-15	-7	-3
> Cc1ccccc1CN1CCN(CC(=O)NCc2ccccc2)C1=O
    -12	21	1.3	-6	-0.5	11	-5	-12	2
> CN1C[C@@H]2C(c3ccccc3)C3(c4cccnc4)CC2(C3)[C@H]1c1ccccc1 (some centres not stated)
    -2	13	0.3	-11	0.8	1	-7	-21	-2
> CCC(C)(C)NCC(=O)Nc1ccc(OC(F)(F)F)cc1
    1	1	0.4	-6	0.4	7	1	-12	-3
> CC(CS(=O)(=O)c1cccc2cccnc12)N1CCCCC1 (configuration not stated)
    -7	11	0.4	-5	2.0	4	-7	-5	-1
> CCN(CC)c1ccc(NC(=O)COC(=O)COc2ccccc2[N+](=O)[O-])cc1
    0	9	0.3	-12	0.6	4	-4	-1	-6
> CC(C)NC(=O)C1(C)CCN1C(=O)C(c1ccccc1)c1ccccc1 (configuration not stated)
    -7	2	0.3	-6	.	0	-24	.	.
> Clc1ccc(Cl)c2sc(N3CCOCC3)nc12
    -7	4	-0.2	-3	-2.1	15	-31	0	-8
> Cc1cccc(C)c1N=Cc1c(O)n(-c2nccs2)c(=O)c2ccccc12
    -5	18	-0.2	-8	-1.2	.	.	-25	-6
> CC(C)(C)NC(=O)C(c1ccncc1)N(Cc1cccs1)C(=O)c1csnn1 (configuration not stated)
    -9	21	1.2	-3	-0.9	4	-43	-12	-4
> CCOc1cc(OCC)nc(S(C)(=O)=O)n1
    -2	25	0.7	-6	0.9	-2	1	-8	2
> COc1ccccc1OCCNC(=O)c1ccc(NC(=O)CC2SC(N3CCCC3)=NC2=O)cc1 (configuration not stated)
    -12	1	-0.7	-3	.	-2	-20	.	.
> CN1CCN(c2cc(C(F)(F)F)nc3ccc(F)cc23)CC1
    3	8	0.0	-8	0.7	1	1	-12	-8
> COc1ccccc1Nc1ncnc2c1c(C)c(C)n2CCCN(C)C
    -11	17	2.5	-9	0.2	-1	-3	-16	-1
> COc1cc(NC(=O)c2ccccc2)cc(OC)c1
    -7	-11	-0.1	-3	-0.4	11	-4	-12	-14
> COc1ccc(CCn2c(=N)c(C(=O)NCCN3CCOCC3)cc3c(=O)n4ccccc4nc32)cc1OC
    -11	-11	1.6	-5	1.6	2	-10	-3	-1
> Cc1nc(NC(C)c2ccccc2)c2c3c(sc2n1)CCC3 (configuration not stated)
    12	-2	-1.0	-6	-1.2	.	.	-15	5
> Nc1nnc(SCC(=O)Nc2nnc(-c3ccccc3)o2)s1
    3	-19	0.0	-2	0.0	-1	0	-12	1
> CCCN(C1CCS(=O)(=O)C1)S(=O)(=O)c1ccc2ccccc2c1 (configuration not stated)
    -21	20	0.4	-6	0.1	5	-6	-24	-7
> N#Cc1ccc(C(=O)Nc2cc(C3CC3)nn2-c2ccccc2)cc1
    -16	17	0.9	-4	0.3	12	15	4	-2
